# UPR CHOP act: activators of apoptotic arm of unfolded protein response (CHOP); AID 449763; activation, % at 10 µM; CHO-CHOP luciferase reporter, UPR activation, luminescence; percent of tunicamycin response over DMSO baseline; hit rate 0.34% among 330,000;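 active = at 10 µM dose, activation of 40% or more, normalized to positive control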;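 note: 100% = tunicamycin at 10 µg/mL and 0% = DMSO alone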
#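 System: CHO-CHOP luciferase reporter cell line; amount: 500 cells/well; buffer or medium: F12 medium containing 10% fetal bovine serum; incubation: 6 h compound exposure at 37 °C after overnight seeding; measured by: luciferase luminescence after 10 min with Steady-Glo reagent; evaluation: % reporter activation, DMSO baseline versus tunicamycin full activation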
# EBI2 antag: blocks human EBI2 receptor beta-arrestin signaling | P32249 | inhibition, % at 5 µM | AID 651636 | hit rate 0.81% among 360,000 | EBI2 beta-arrestin recruitment, luminescence, 7a,25-OHC stimulated; in the data active = inhibition above about 38%;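 note: enzyme fragment complementation signal reports receptor beta-arrestin coupling in cells; 0% = agonist plus DMSO wells and 100% = wells without agonist; some results beyond the cut were filed as inactive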
# Target sequence (P32249 whole entry, looked up, the tested form may be a part): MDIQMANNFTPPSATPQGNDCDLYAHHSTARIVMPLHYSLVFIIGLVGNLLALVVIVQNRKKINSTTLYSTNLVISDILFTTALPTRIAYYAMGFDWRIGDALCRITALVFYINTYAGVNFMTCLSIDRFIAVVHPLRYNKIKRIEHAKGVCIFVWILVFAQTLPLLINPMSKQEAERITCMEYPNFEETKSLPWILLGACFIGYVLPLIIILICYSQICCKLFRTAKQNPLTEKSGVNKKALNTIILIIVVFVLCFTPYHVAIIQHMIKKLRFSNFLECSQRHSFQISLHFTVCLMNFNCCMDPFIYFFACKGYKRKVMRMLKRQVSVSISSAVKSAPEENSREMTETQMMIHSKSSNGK
# CXCR6 inh: CXCR6 (human) receptor inhibition; O00574; CHO-K1 PathHunter CXCR6 beta-arrestin, luminescence; inhibition, % at 20 µM; hit rate 0.36% among 360,000; AID 602244; in the data active = inhibition above about 34%, passing the limit was not always enough;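 note: antagonist mode with CXCL16 agonist at 10 nM final; 0% = 10 nM CXCL16 with DMSO and 100% = unstimulated wells without agonist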
# Jurkat NFkB inh: inhibitors of the PMA/ionomycin-induced NF-kB reporter in Jurkat cells; PMA/ionomycin-induced NF-kB luciferase reporter, luminescence; inhibition, % at 4 µM; hit rate 0.53% among 330,000; AID 435003; in the data active = inhibition above about 50%
# 697 NFkB inh: inhibitors of the PMA/ionomycin-induced NF-kB reporter in 697 B cells | 697 B-cell NF-kB luciferase reporter, 16 h | inhibition, % at 4 µM | hit rate 0.33% among 330,000 | AID 435022; in the data active = inhibition above about 35%
# UPR XBP1 act: activators of adaptive arm of unfolded protein response (XBP1); CHO-XBP1 luciferase reporter, IRE1-XBP1 UPR activation, luminescence; percent of tunicamycin response, DMSO as zero; AID 463104; activation, % at 20 µM; hit rate 0.33% among 330,000;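 active = versus positive control, 20 µM dose yields 30% or more activation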;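 note: 100% = tunicamycin at 10 µg/mL and 0% = DMSO only wells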
#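 Signal: luciferase luminescence; Assay system: CHO-XBP1 luciferase reporter cells; Amount: one thousand reporter cells per well; Dosing: 20 µM single concentration, DMSO 1%; Benchmarks: high control tunicamycin 10 µg/mL final, low control DMSO vehicle only; Schedule: 6 h compound exposure at 37 °C, 5% CO2; Evaluation: percent activation relative to tunicamycin reference.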
# Gli-Sufu antag: Gli-Sufu pathway antagonism | Sufu-KO-LIGHT fibroblasts, Gli luciferase reporter luminescence | inhibition, % at 5 µM | hit rate 0.74% among 340,000 | AID 588413;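 active = inhibition above about 55%, limit read from the data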;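 note: 0% = DMSO-treated cells and 100% = wells with medium but no cells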
# Mdm2 MdmX PPI: inhibitors of human Mdm2/MdmX interaction; AID 485346; O15151+Q00987; inhibition, % at 8 µM; SaOS-2 split-luciferase Mdm2/MdmX complementation, luminescence; hit rate 3% among 330,000;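 active = inhibition of at least 50% at 8 µM in the primary screen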
# CCR6 antag: CCR6 (human) receptor antagonism; P51684; CHO-K1 CCR6 PathHunter beta-arrestin, luminescence, CCL20-stimulated; inhibition, % at 20 µM; hit rate 0.49% among 340,000; AID 493098;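 active = compounds whose inhibition of the agonist-driven luminescence signal at 20 µM reaches about 50%, limit read from the data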;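 note: cells stimulated with CCL20 at 14 nM final; plate controls were DMSO with CCL20 for no effect and DMSO without agonist for full effect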
# Target sequence (P51684 whole entry, looked up): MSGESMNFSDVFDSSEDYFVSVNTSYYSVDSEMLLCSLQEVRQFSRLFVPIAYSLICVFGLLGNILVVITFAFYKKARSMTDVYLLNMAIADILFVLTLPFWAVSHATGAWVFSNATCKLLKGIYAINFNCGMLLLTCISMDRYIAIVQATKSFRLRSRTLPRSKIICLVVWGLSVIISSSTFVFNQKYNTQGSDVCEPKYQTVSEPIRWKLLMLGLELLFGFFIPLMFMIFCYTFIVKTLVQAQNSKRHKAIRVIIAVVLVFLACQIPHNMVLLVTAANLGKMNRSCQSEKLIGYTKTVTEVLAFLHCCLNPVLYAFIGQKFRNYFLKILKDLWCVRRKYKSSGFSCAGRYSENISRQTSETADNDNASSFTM
# The depositor's hits bear a star; / = no result given.
SMILES,UPR CHOP act,EBI2 antag,CXCR6 inh,Jurkat NFkB inh,697 NFkB inh,UPR XBP1 act,Gli-Sufu antag,Mdm2 MdmX PPI,CCR6 antag
CCOc1ccc(NC(=O)CN(C)C(=O)c2ccc(OCc3ccccc3)c(OC)c2)cc1OCC,1.6,-7,6,-15,-19,-1,-7,-1,5
COc1ccc(OCC(=O)Nc2c(Cl)ccc3nsnc23)cc1,-1.6,1,8,14,12,1,3,22,13
O=C(CN1C(=O)COc2ccccc21)NCC1CCCO1 (configuration not stated),1.0,-7,-21,0,1,0,-4,8,6
COc1ccc(-c2cc3ccc(OCc4nn[nH]n4)cc3oc2=O)cc1OC,-1.8,-23,-1,-4,18,0,4,15,8
CCCCOc1ccc(NC(=S)Nc2cc(C)nc(SCCCC)n2)cc1,1.9,23,9,-8,-43,0,-1,9,4
COc1ccc(CN2CCCC(C(=O)c3ccc(Cl)cc3)C2)cc1Cn1cccn1 (configuration not stated),-2.1,6,5,3,-7,-3,21,14,25
CCN(CC)CCCNC(=O)c1cn(CC(C)C)c(=O)c2c1c1ccccc1n2C,-0.5,0,-2,-23,16,-3,31,-18,6
O=C(Nc1ncc2c(n1)CC(c1ccco1)CC2=O)c1ccc(Cl)cc1 (configuration not stated),0.3,42*,14,-1,-13,-1,-22,-5,14
CCN(CC)S(=O)(=O)c1ccc(NC(=O)c2ccccn2)cc1,3.7,-3,-3,-56,-43,1,-52,-71,11
CCCCN(C(=O)CSCC(=O)Nc1ccc(C)cc1)c1c(N)n(Cc2ccccc2)c(=O)[nH]c1=O,0.1,0,-5,16,7,-3,-4,6,8
Cc1ccc(OCCNC(=O)CCC(=O)N2CCOCC2)cc1,1.1,-13,-10,1,14,-1,-5,4,6
Cc1ccccc1-c1nc2ccc(Cl)cc2c(=O)n1O,1.1,-10,3,-2,8,-8,7,-9,1

# One compound at a time (already shown). Values in the order: UPR CHOP act | EBI2 antag | CXCR6 inh | Jurkat NFkB inh | 697 NFkB inh | UPR XBP1 act | Gli-Sufu antag | Mdm2 MdmX PPI | CCR6 antag
# Entry for COc1ccc(OCC(=O)Nc2c(Cl)ccc3nsnc23)cc1 : -1.6 | 1 | 8 | 14 | 12 | 1 | 3 | 22 | 13
# Entry for O=C(Nc1ncc2c(n1)CC(c1ccco1)CC2=O)c1ccc(Cl)cc1 (configuration not stated) : 0.3 | 42* | 14 | -1 | -13 | -1 | -22 | -5 | 14
# Entry for Cc1ccc(OCCNC(=O)CCC(=O)N2CCOCC2)cc1 : 1.1 | -13 | -10 | 1 | 14 | -1 | -5 | 4 | 6

# The results go on.
SMILES,UPR CHOP act,EBI2 antag,CXCR6 inh,Jurkat NFkB inh,697 NFkB inh,UPR XBP1 act,Gli-Sufu antag,Mdm2 MdmX PPI,CCR6 antag
CC(=O)Nc1cc2c(cc1Br)OCCO2,-1.7,-6,1,-18,-2,1,-5,8,1
COCCc1nc2ccc(C(=O)N(C)Cc3cccc(-n4cccn4)c3)cc2o1,8.3,0,-4,-72,-64,1,-37,-68,13
COc1ccccc1CNC(=S)NCc1ccc(Cl)cc1,0.5,8,-11,12,1,-5,-4,5,11
N=c1c2c(-c3ccccc3)c(-c3ccccc3)n(Cc3ccco3)c2ncn1Cc1ccco1,15,19,13,8,-89,13,-88,98*,32
CC(C)c1ccc2c(c1)CCC1C(C)(CN)CCCC21C (configuration not stated),/,-7,8,/,/,/,9,/,37
Cc1onc(-c2ccccc2Cl)c1C(=O)Nc1ccc(-c2nnc3n2CCCCC3)cc1,2.0,-4,6,17,9,-2,1,15,-9
COc1cccc(OCc2cc(C(=O)NC3CCOCC3)no2)c1,7.1,0,3,-43,-59,3,-1,-62,19
O=C1/C(=C/c2ccco2)SC(=S)N1c1cccnc1,/,-5,8,/,/,/,12,/,20
CCNc1nc(NCC)nc(N(CC)C(N)=S)n1,-1.0,0,1,7,10,11,4,14,7
Cc1ccc2nc(C)c(C(=O)N/N=C/c3ccccc3[N+](=O)[O-])cc2c1,1.4,-4,-2,4,-13,1,25,14,-4
CCn1c(SCC(=O)Nc2oc(-c3ccccc3)c(-c3ccccc3)c2C#N)nnc1-c1ccco1,0.1,5,11,1,-1,-2,0,18,7
CCOC(=O)N1CCN(c2c(-c3ccc(C)c(C)c3)c(=O)c2=O)CC1,1.2,8,2,6,-9,-1,-5,-10,-3
CSc1nnc(NC(=O)c2nc(S(=O)(=O)Cc3cccc(C)c3)ncc2Cl)s1,55*,25,-5,-1,-107,-6,16,100*,-5
CCOc1ccc(C(=O)Nc2ncccc2Cl)cc1,3.2,8,7,-45,6,-3,-48,-21,-2
CCN(CC)C(=S)Sc1c(-c2ccccc2)c2cc(Cl)ccc2[nH]c1=O,-2.5,20,17,4,-14,-3,0,46,3
O=C(N/N=C\c1ccc(F)cc1)c1csnn1,0.1,-10,5,-3,-8,-1,-45,6,15
COC(=O)c1sc(SC)nc1N,-0.5,/,/,14,14,-1,-3,33,6
O=[N+]([O-])c1ccc(CSc2ncnc3c2ncn3[C@@H]2O[C@H](CO)[C@@H](O)[C@H]2O)cc1,0.6,-5,5,-21,29,-7,-6,10,0
CCN(CC(=O)NCc1ccc(Cl)cc1)C(=O)CSc1ccccc1F,-0.2,10,-2,5,20,0,-15,14,9
O=C(CSc1nnc(CNC(=O)c2c(F)cccc2Cl)o1)NC1CCCCC1,-1.6,3,1,-4,-15,-9,-5,5,9
CNc1ncc(C(=O)C(C)(C)C)s1,2.0,2,-28,7,21,-1,0,-9,11
COc1cccc(/C=C2\SC(=S)N(CCCC(=O)Nc3cc(C)on3)C2=O)c1,-2.6,13,4,12,24,5,-11,52*,-5
CCOc1ccccc1N1CCN(C(=O)NCc2ccc(C)cc2)CC1,0.0,32,-7,9,-3,2,-25,1,16
COc1ccc(-n2nc3c(c2NC(=O)c2cc4ccccc4o2)CS(=O)(=O)C3)cc1,-0.7,10,0,-1,-5,1,7,14,14

# For convenience, part of the list above:
SMILES,UPR CHOP act,EBI2 antag,CXCR6 inh,Jurkat NFkB inh,697 NFkB inh,UPR XBP1 act,Gli-Sufu antag,Mdm2 MdmX PPI,CCR6 antag
CSc1nnc(NC(=O)c2nc(S(=O)(=O)Cc3cccc(C)c3)ncc2Cl)s1,55*,25,-5,-1,-107,-6,16,100*,-5
CCOc1ccc(C(=O)Nc2ncccc2Cl)cc1,3.2,8,7,-45,6,-3,-48,-21,-2

# (list continues)
SMILES,UPR CHOP act,EBI2 antag,CXCR6 inh,Jurkat NFkB inh,697 NFkB inh,UPR XBP1 act,Gli-Sufu antag,Mdm2 MdmX PPI,CCR6 antag
CCOCc1nnc(NC(=O)c2c(-c3ccccc3)noc2C)s1,0.8,8,-1,12,6,-1,-15,13,-6
CSc1cccc(NC(=O)CN(C2CCCCC2)S(C)(=O)=O)c1,-1.6,1,-5,-4,-17,-1,-1,-3,5
CSc1cccc(NC(=O)CN(c2ccccc2)S(=O)(=O)N(C)C)c1,-1.4,11,10,22,15,-1,8,-27,13
O=S(=O)(Nc1cccc2ccccc12)c1cccs1,1.4,-19,-3,13,2,2,-3,21,-9
CCOC(=O)C(NC(=O)NCc1cccc(C(F)(F)F)c1)(OCC)C(F)(F)F (configuration not stated),-1.2,-13,-4,8,-22,0,21,8,0
Cc1sc(NC(=O)Cc2ccc3c(c2)OCO3)nc1-c1ccc2c(c1)CCN2C(=O)c1ccccc1F,3.9,-3,0,16,-28,3,2,54*,22
Cc1ccc(C)c(N2CCN(C(=O)Cn3cccc3)CC2)c1,-0.8,-2,2,-9,-9,-2,7,-31,-10
CC1CCc2nc3ccc(S(=O)(=O)N4CCC(C(=O)N5CCCCCC5)CC4)cc3c(C(=O)O)c2C1 (configuration not stated),0.1,1,-8,1,2,0,-6,-4,11
CCOC(=O)c1cnn(-c2nc(C)cc(C)n2)c1N,1.7,2,4,-12,-8,-1,-12,-11,14
O=S(=O)(CCN1C=CC(C(F)(F)F)=NCC1)c1ccc(Cl)cc1Cl,0.9,-11,3,-10,11,-2,1,4,11
CCOC(=O)c1c(-c2ccc(C)c(C)c2)csc1NC(=O)C1CC=CCC1C(=O)O (configuration not stated),0.8,-2,2,15,25,-4,1,15,-3
CN(C)S(=O)(=O)c1ccc(Cl)c(NC(=O)CNC2(C)CCS(=O)(=O)C2)c1 (configuration not stated),0.4,-18,-1,-6,-10,1,2,-6,13

# The final two records of the section above lead into the next:
SMILES,UPR CHOP act,EBI2 antag,CXCR6 inh,Jurkat NFkB inh,697 NFkB inh,UPR XBP1 act,Gli-Sufu antag,Mdm2 MdmX PPI,CCR6 antag
CCOC(=O)c1c(-c2ccc(C)c(C)c2)csc1NC(=O)C1CC=CCC1C(=O)O (configuration not stated),0.8,-2,2,15,25,-4,1,15,-3
CN(C)S(=O)(=O)c1ccc(Cl)c(NC(=O)CNC2(C)CCS(=O)(=O)C2)c1 (configuration not stated),0.4,-18,-1,-6,-10,1,2,-6,13
CC(C)NS(=O)(=O)c1ccc(OCC(=O)NC(C)c2ccccc2)cc1 (configuration not stated),-2.3,-10,2,3,7,-3,6,15,-5
O=C(O)c1ccccc1-c1csc(-c2ccccc2)n1,3.7,-4,14,-12,-49,3,-12,-21,1
CC(C)N(CCNC(=O)c1ccc(NC2=NC3CS(=O)(=O)CC3S2)cc1)Cc1ccco1 (configuration not stated),-0.5,-3,-3,0,13,2,-2,5,-1
Cc1ccc(F)cc1NC(=O)c1sc2ncn(CC(=O)N3CCN(c4ccccn4)CC3)c(=O)c2c1C,-1.0,2,0,1,6,-3,-8,12,15
CCN1C(=O)/C(=C\c2ccc(-c3cccc(C(=O)OC)c3)o2)SC1=Nc1ccc(C(=O)O)cc1,-2.1,/,/,3,-9,4,/,30,/
CN(C)c1ccc(/C=N/c2cc(-c3ccccc3)nn2-c2ccccc2)cc1,1.7,7,3,-32,-26,-4,-39,4,10
C/C(=N\NC(=S)NC1CCCCC1)c1c(F)cccc1F,1.9,11,24,5,-31,0,-12,24,39
Cc1nc2cc(NS(=O)(=O)c3cccc4cccnc34)ccc2s1,2.3,0,-7,10,5,-6,1,27,-7
O=C(NNC(=O)C1CC(c2cccs2)=NO1)NC1CCCCC1 (configuration not stated),0.0,2,-2,2,2,1,-7,9,14
Cc1csc(NC(=O)C2CCC(C)(C(=O)O)C2(C)C)n1 (configuration not stated),-4.4,1,-6,-11,3,-1,3,18,5
Cc1ccc(NC(=O)CN2CCN(Cc3ccccc3)CC2)cc1F,-0.8,-5,-3,1,14,-1,15,5,6

# Outcome played no part in choosing rows (roughly 5% active in at least one column).
